Source: PubChem BioAssay (The Scripps Research Institute Molecular Screening Center)
OX1R antag-1 – OX1R (human) antagonism; inhibition, % at 6.6 µM; AID 485270; 330,000 tested, 1.8% active; OX1R-expressing cells, FRET antagonist read-out; in the data active = inhibition mostly above about 38%, no sharp cut-off; inactive = mostly below about 40%;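 note: 0% = agonist challenge alone and 100% = reference antagonist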
Target sequence (O43613 whole entry, looked up): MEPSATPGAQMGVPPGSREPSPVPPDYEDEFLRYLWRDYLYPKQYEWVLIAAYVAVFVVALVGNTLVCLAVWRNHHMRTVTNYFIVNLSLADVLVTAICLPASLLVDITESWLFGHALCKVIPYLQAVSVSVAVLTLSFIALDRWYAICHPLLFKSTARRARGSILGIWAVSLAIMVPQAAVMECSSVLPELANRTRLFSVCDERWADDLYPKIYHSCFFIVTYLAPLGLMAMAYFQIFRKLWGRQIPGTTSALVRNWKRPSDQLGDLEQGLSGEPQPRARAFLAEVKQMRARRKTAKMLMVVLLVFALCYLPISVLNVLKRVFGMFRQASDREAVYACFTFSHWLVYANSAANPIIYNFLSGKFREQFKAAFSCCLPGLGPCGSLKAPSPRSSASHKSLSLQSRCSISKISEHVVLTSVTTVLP
OX1R antag-2 – antagonists of human orexin 1 receptor; 330,000 tested, 0.43% active; CHO/OX1R cells, Fluo-8 calcium fluorescence, orexin A; inhibition, % at 5 µM; AID 434989;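 active = inhibition above its plate's threshold, mean inhibition of all tested compounds on the plate plus 3 SD, cut at about 37% in these data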;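 note: 0% = orexin A challenge wells and 100% = SB-334867-A antagonist wells; not every result past the cut was called active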
* hit, by the source's call.

mol: COc1ccc(CCN(C)C(=O)COc2cccc(-n3cnnn3)c2)cc1OC
  OX1R antag-1: 10	OX1R antag-2: 4

mol: O=C(O)CC/C(=N\NC(=O)c1ccncc1)c1ccccc1
  OX1R antag-1: 4	OX1R antag-2: -13

mol: Cc1[nH]c2ccccc2c1C(=O)C(=O)NCCOc1ccccc1
  OX1R antag-1: 28	OX1R antag-2: -14

mol: N/C(=N\OC(=O)c1ccccc1)c1ccncc1
  OX1R antag-1: 15	OX1R antag-2: -21

mol: CCCCn1c(SCc2nc3ccccc3s2)nc2cc(S(N)(=O)=O)ccc21
  OX1R antag-1: 23	OX1R antag-2: -19

mol: O=C(Oc1c(Br)cc(C(=S)N2CCOCC2)cc1Br)c1ccc(Cl)cc1
  OX1R antag-1: 29	OX1R antag-2: 17

mol: CCOC(=O)c1ccc(NC(=O)NC2CC3CCC(C2)N3)cc1 (configuration not stated)
  OX1R antag-1: 9	OX1R antag-2: -19

mol: CC(=O)Nc1ccc(S(=O)(=O)c2ccc(C)cc2)cc1
  OX1R antag-1: 30	OX1R antag-2: -6

mol: CCCn1c(N2CCN(CC(=O)NCc3cccs3)CC2)nc2ccccc21
  OX1R antag-1: 21	OX1R antag-2: -37

mol: Cc1ccc(N(C(=O)c2csnn2)C(C(=O)NC2CCCCC2)c2ccccn2)cc1C (configuration not stated)
  OX1R antag-1: 24	OX1R antag-2: -28

mol: Cc1nn(C)cc1-c1csc(N)n1
  OX1R antag-1: 25	OX1R antag-2: -11

mol: Cc1cccc(C(=O)Oc2cc(C)[nH]c(=O)c2[N+](=O)[O-])c1
  OX1R antag-1: 6	OX1R antag-2: -4

mol: O=C(CCN1C(=O)C2CCCCC2C1=O)Nc1ccc(OC(F)F)cc1 (configuration not stated)
  OX1R antag-1: 9	OX1R antag-2: -13

mol: Cc1ccc(/C=N/Nc2cc(C)nc(NCc3ccccc3)n2)cc1
  OX1R antag-1: 17	OX1R antag-2: -37

mol: CCSc1ccccc1C(=O)NCCc1ccccc1
  OX1R antag-1: 28	OX1R antag-2: -26

mol: COc1ccc(C(=O)/C=C/c2ccc(O)cc2)c2c1CC(O)C(C)(C)O2 (configuration not stated)
  OX1R antag-1: 7	OX1R antag-2: 14

mol: O=C1OC(c2ccccc2)=C/C1=C\N1CCOCC1
  OX1R antag-1: 24	OX1R antag-2: -31

mol: Cc1ccc(C(=O)Nc2nnc(S(=O)(=O)N3CCN(c4ccc(F)cc4)CC3)s2)cc1
  OX1R antag-1: 7	OX1R antag-2: -11

mol: Cc1cc(C)c(C#N)c(SCc2ccc(C#N)cc2)n1
  OX1R antag-1: 14	OX1R antag-2: 5

mol: Cc1ccc(S(=O)(=O)NCC[C@@]2(C)C3CCC2(C)C(=O)C3)cc1 (some centres not stated)
  OX1R antag-1: 14	OX1R antag-2: -7

mol: O=C(NC1CCCC1)C(c1ccccc1)N(Cc1ccc2c(c1)OCO2)C(=O)Cc1cccs1 (configuration not stated)
  OX1R antag-1: 59	OX1R antag-2: -23

mol: CCc1ccccc1NC(=O)C1CCCN1S(=O)(=O)c1ccc(-c2ccc(=O)[nH]n2)s1 (configuration not stated)
  OX1R antag-1: 17	OX1R antag-2: -20

mol: O=C(Nc1ccccc1C(=O)Nc1nnc(C(F)(F)F)s1)c1ccccc1
  OX1R antag-1: 72*	OX1R antag-2: 54*

mol: CCCOc1ccc(N2C(=O)CC(NNC(=O)c3ccc(COc4ccccc4)o3)C2=O)cc1 (configuration not stated)
  OX1R antag-1: 9	OX1R antag-2: -14

mol: c1ccc(C2CC(c3ccccc3)n3ncnc3N2)cc1 (configuration not stated)
  OX1R antag-1: 11	OX1R antag-2: -6

mol: COc1cccc(-n2nnc3c(=O)n(Cc4ccccc4Cl)cnc32)c1
  OX1R antag-1: 8	OX1R antag-2: -7

mol: O=C(COC(=O)/C=C/c1cccc([N+](=O)[O-])c1)NCc1ccc2c(c1)OCO2
  OX1R antag-1: 22	OX1R antag-2: -8

mol: COC(=O)c1ccc(CSc2nc3ccc(S(N)(=O)=O)cc3[nH]2)cc1
  OX1R antag-1: 10	OX1R antag-2: -11

mol: CC(NC(=O)c1ccccc1)C(c1cccs1)N1CCOCC1 (configuration not stated)
  OX1R antag-1: 8	OX1R antag-2: -2

mol: CCOc1ccc(S(=O)(=O)N2CCCCC2)cc1NC(=O)C1COc2ccccc2O1 (configuration not stated)
  OX1R antag-1: -2	OX1R antag-2: 26

mol: O=C1C(=O)c2c(C(=O)c3ccccc3)coc2-c2ccccc21
  OX1R antag-1: 53*	OX1R antag-2: -1

mol: CCc1cccc2c(C(=S)N3CCOCC3)c[nH]c12
  OX1R antag-1: 6	OX1R antag-2: -1

mol: O=C(COc1ccc(S(=O)(=O)N2CCOCC2)cc1Cl)N1CCOCC1
  OX1R antag-1: 8	OX1R antag-2: -4

mol: O=S(=O)(/N=C(/Nc1ccc(F)cc1F)c1ccc(Cl)cc1)c1ccccc1
  OX1R antag-1: 14	OX1R antag-2: -18

mol: O=[N+]([O-])c1cc2c(c(CSc3nnc4ccccn34)c1)OCOC2
  OX1R antag-1: 34	OX1R antag-2: -3

mol: CCOc1ccc(CN2CCNC(=O)C2CC(=O)NCc2cc(C)n(C)n2)cc1 (configuration not stated)
  OX1R antag-1: 13	OX1R antag-2: -16

mol: COc1cc(OC)c(NC(=O)CCCn2c(=O)oc3ccccc32)cc1Cl
  OX1R antag-1: 3	OX1R antag-2: -56

mol: Cc1ccc(S(=O)(=O)/N=C2/C=C(Sc3ncn[nH]3)C(=O)c3ccccc32)cc1
  OX1R antag-1: 59*	OX1R antag-2: -5

mol: CC(C)[C@H](NC(=O)NCCC1=CCCCC1)C(=O)O
  OX1R antag-1: 1	OX1R antag-2: 0

mol: Cc1c(C(=O)O)c(C(=O)O)nc2ccc(N3CCOCC3)cc12
  OX1R antag-1: 22	OX1R antag-2: 9

mol: Cc1cc(C)c(NC(=S)N2CCCC2C(=O)O)c(C)c1 (configuration not stated)
  OX1R antag-1: 8	OX1R antag-2: -22

mol: O=C(NCc1ccccc1F)c1ccc2c(c1)OCCO2
  OX1R antag-1: -8	OX1R antag-2: -9

mol: CC(Oc1ccc(Cl)cc1Cl)C(=O)Nc1ccncc1 (configuration not stated)
  OX1R antag-1: 54	OX1R antag-2: 22

mol: CCc1nc(SCc2cccnc2)c2c(=O)n(C)c(=O)n(C)c2n1
  OX1R antag-1: 7	OX1R antag-2: -32

mol: COc1ccc(C(=O)NCCCn2ccnc2)cc1
  OX1R antag-1: 4	OX1R antag-2: -13

mol: CCCCCCC(=O)Nc1c(O)c2ccccc2[nH]c1=O
  OX1R antag-1: 11	OX1R antag-2: -5

mol: Cc1nc2sccn2c(=O)c1Br
  OX1R antag-1: 21	OX1R antag-2: 8

mol: O=C(Cc1noc2ccccc12)Nc1ccc(Cl)cc1
  OX1R antag-1: -2	OX1R antag-2: -3

mol: O=C(CS(=O)(=O)c1ccccc1)c1cc2cc(F)ccc2oc1=O
  OX1R antag-1: 16	OX1R antag-2: -7

mol: COc1cccc(OCC(O)CN2CCN(c3ccc(F)cc3)CC2)c1 (configuration not stated)
  OX1R antag-1: 6	OX1R antag-2: -25

mol: CCOC(=O)c1ccc(NC(=O)NS(=O)(=O)c2ccc(C)cc2)cc1
  OX1R antag-1: -2	OX1R antag-2: -9

mol: CC(=O)NC(CC(=O)Nc1ccc(S(=O)(=O)N2CCCCC2)cc1)c1ccccc1 (configuration not stated)
  OX1R antag-1: 6	OX1R antag-2: -11

mol: COc1ccc(N2CCN(C(=O)c3ccc(F)cc3)CC2)c([N+](=O)[O-])c1
  OX1R antag-1: 28	OX1R antag-2: 5

mol: CC(C)Sc1ccc(C(=O)Nc2ccc(F)cc2F)cn1
  OX1R antag-1: 7	OX1R antag-2: -2

mol: Cc1ccc(S(=O)(=O)N2CCC(C(=O)OCC(=O)N3CCC(C)CC3)CC2)cc1C
  OX1R antag-1: 10	OX1R antag-2: -23

mol: C[C@H](NC(=O)[C@@H]1CSC2c3ccccc3C(=O)N21)C(=O)NCc1c(F)cccc1Cl (some centres not stated)
  OX1R antag-1: 3	OX1R antag-2: -31

mol: O=C1NC[C@H](c2ccccc2)OC(=O)[C@@H](Cc2ccc(F)cc2)C/C=C\C[C@H]1CC(=O)N(CCO)Cc1ccccc1
  OX1R antag-1: 56*	OX1R antag-2: 36

mol: CC(C)(C)NC(=O)c1c(F)c(F)c(F)c(F)c1F
  OX1R antag-1: 9	OX1R antag-2: -4

mol: Cc1ccc2c(c1)c1ncnc(N3CCc4ccccc4C3)c1n2C
  OX1R antag-1: 74*	OX1R antag-2: -18

mol: Cn1cc(CNC(=O)c2cc(-c3ccc(Br)cc3)nc3ccccc23)cn1
  OX1R antag-1: 13	OX1R antag-2: -25

mol: O=C(Nc1cc(S(=O)(=O)N2CCOCC2)ccc1O)c1ccco1
  OX1R antag-1: 17	OX1R antag-2: -2

mol: O=S(=O)(NCC(c1ccco1)N1CCN(c2ccccc2F)CC1)c1ccccc1 (configuration not stated)
  OX1R antag-1: 40	OX1R antag-2: -21

mol: O=C(NC(=S)Nc1nc(-c2ccccc2)cs1)c1cncc(Br)c1
  OX1R antag-1: 8	OX1R antag-2: 8

mol: O=C(Nc1nc(N2C(=O)c3ccccc3C2=O)n(-c2ccccc2)n1)c1ccc(F)cc1
  OX1R antag-1: 6	OX1R antag-2: -2

mol: O=C(NC1CCN(Cc2ccc(Cl)cc2)CC1)c1cn(-c2ccccc2)nc1-c1cccnc1
  OX1R antag-1: 1	OX1R antag-2: -25

mol: CC(=O)c1ccc(NC(=O)Cn2nc(C)c([N+](=O)[O-])c2C)cc1
  OX1R antag-1: 9	OX1R antag-2: -9

mol: COc1ccc([C@@H]2[C@@H]3C(=O)N(C(C)(C)C)C(=O)[C@@H]3[C@]3(C)C(=O)N(c4cccc(C)c4)C(=O)N23)cc1
  OX1R antag-1: 21	OX1R antag-2: -29

mol: CCCS(=O)(=O)N1CCCC(C(=O)Oc2ccc(OC)cc2)C1 (configuration not stated)
  OX1R antag-1: 18	OX1R antag-2: -6

mol: O=S(c1ccsc1)c1ccsc1
  OX1R antag-1: 9	OX1R antag-2: -3

mol: CC1CC1C(=O)N1CCN(S(=O)(=O)c2cccc(F)c2)CC1 (configuration not stated)
  OX1R antag-1: 10	OX1R antag-2: -9

mol: COC(=O)c1csc2c(C(F)(F)F)cc(N3CCN(C(=O)Nc4ccccc4)CC3)nc12
  OX1R antag-1: 11	OX1R antag-2: 3

mol: Cn1c(C(=O)N2CCN(c3ccc(Cl)cc3)CC2)cc2c(=O)[nH]c3ccccc3c21
  OX1R antag-1: 24	OX1R antag-2: -23

mol: O=C(COc1ccc2c(c1)CCC2)NCc1ccccc1
  OX1R antag-1: 13	OX1R antag-2: -23

mol: CC(=O)c1ccc(NC2OC(C)C(O)C(O)C2O)cc1 (configuration not stated)
  OX1R antag-1: 13	OX1R antag-2: -3

mol: CN=C1S/C(=C\c2cccc(Cl)c2Cl)C(=O)N1C
  OX1R antag-1: 10	OX1R antag-2: -29

mol: CCN(CC)C(=O)COc1ccc(S(=O)(=O)N2CCOCC2)cc1
  OX1R antag-1: 6	OX1R antag-2: -5

mol: CCOc1cc(CNCc2cccnc2)ccc1OCC(=O)NC(C)(C)C
  OX1R antag-1: 7	OX1R antag-2: -11

mol: Cc1ccccc1C(=O)Nc1nnc(-c2ccc(C(C)(C)C)cc2)s1
  OX1R antag-1: -1	OX1R antag-2: -4

mol: Cc1cc(/C=C2\SC(=S)N(Cc3ccco3)C2=O)c(C)n1-c1ccccc1
  OX1R antag-1: 17	OX1R antag-2: 7

mol: CCOc1ccccc1NC(=O)N1CCN(S(C)(=O)=O)CC1
  OX1R antag-1: 8	OX1R antag-2: -10

mol: Cc1cc(N2C(=O)C(O)=C(C(=O)c3ccco3)C2c2cccc(O)c2)no1 (configuration not stated)
  OX1R antag-1: 12	OX1R antag-2: -4

mol: CCOC(=O)CN1C(=O)N[C@@H](c2cccc(C(F)(F)F)c2)C(C(C)=O)=C1C
  OX1R antag-1: 17	OX1R antag-2: -20

mol: CCN(CC(=O)NCCc1ccccc1)S(=O)(=O)c1ccc(Br)cc1
  OX1R antag-1: 14	OX1R antag-2: -27

mol: CCOC(=O)N1CCN(C(=O)c2cc(C)c3c(C)nn(-c4ccccc4)c3n2)CC1
  OX1R antag-1: 4	OX1R antag-2: -13

mol: Cc1cccc(OCCn2nnc3ccccc32)c1C
  OX1R antag-1: 19	OX1R antag-2: -11

mol: COC(=O)C(NNc1ccccc1C)(NC(=O)c1ccc(F)cc1)C(F)(F)F (configuration not stated)
  OX1R antag-1: 15	OX1R antag-2: -16

mol: O=C(CSc1ccccn1)N/N=C/C=C/c1ccccc1
  OX1R antag-1: 15	OX1R antag-2: -14

mol: CCOc1ccc(NC(=S)N(CCN2CCOCC2)Cc2ccc3c(c2)CCCN3CC)cc1
  OX1R antag-1: 19	OX1R antag-2: -49

mol: COc1ccc(S(=O)(=O)N2CCC(C(=O)NCc3ccccn3)CC2)cc1OC
  OX1R antag-1: 6	OX1R antag-2: -4

mol: Cc1ccccc1Nc1nc2nonc2nc1N1CCOCC1
  OX1R antag-1: 22	OX1R antag-2: -12

mol: O=C(NC1CCCCC1)C(c1ccccc1)N1CCCC1 (configuration not stated)
  OX1R antag-1: 13	OX1R antag-2: -4

mol: Cc1cc(C)cc(NC(=O)CN2CCC(NC(=O)c3ccccc3F)CC2)c1
  OX1R antag-1: 18	OX1R antag-2: -19

mol: Cn1nc([N+](=O)[O-])nc1Oc1ccccc1F
  OX1R antag-1: 45	OX1R antag-2: 3

mol: O=C(O)c1cc(O)ccc1N=Nc1ccccc1
  OX1R antag-1: 4	OX1R antag-2: -11

mol: CCCCn1nc(NC(=O)COC)c2cc3ccc(C)cc3nc21
  OX1R antag-1: 9	OX1R antag-2: -21

mol: COc1cc(C2NC(=O)NC(C)=C2C(=O)OCc2ccccc2)ccc1O (configuration not stated)
  OX1R antag-1: 18	OX1R antag-2: 5

mol: COc1cccc(C2NC(=O)NC(O)(C(F)(F)F)C2C(=O)c2cccnc2)c1OC (configuration not stated)
  OX1R antag-1: 10	OX1R antag-2: -2
